HSP90 refold inh – HSP90 refolding inhibition in rabbit reticulocyte lysate; inhibition, % at 5.6 µM; luciferase refolding luminescence, 3 h; hit rate 0.91% among 290,000;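 active means inhibition above the screen-wide mean plus 3 SD, computed separately per campaign, cut at about 16% in these data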;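 further: 0% = DMSO wells and 100% = 60 µM geldanamycin wells; inhibitors lower the luminescence because luciferase stays unfolded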
HDAC3 inh – inhibitors of human histone deacetylase 3; AID 2718; inhibition, % at 8.3 µM; O15379; recombinant HDAC3, fluorogenic peptide/trypsin coupled, fluorescence; hit rate 0.15% among 320,000; in the data active means inhibition above about 26%, passing the limit was not always enough; inconclusive means no clear call, values can overlap the other calls
Target sequence (O15379 whole entry, looked up): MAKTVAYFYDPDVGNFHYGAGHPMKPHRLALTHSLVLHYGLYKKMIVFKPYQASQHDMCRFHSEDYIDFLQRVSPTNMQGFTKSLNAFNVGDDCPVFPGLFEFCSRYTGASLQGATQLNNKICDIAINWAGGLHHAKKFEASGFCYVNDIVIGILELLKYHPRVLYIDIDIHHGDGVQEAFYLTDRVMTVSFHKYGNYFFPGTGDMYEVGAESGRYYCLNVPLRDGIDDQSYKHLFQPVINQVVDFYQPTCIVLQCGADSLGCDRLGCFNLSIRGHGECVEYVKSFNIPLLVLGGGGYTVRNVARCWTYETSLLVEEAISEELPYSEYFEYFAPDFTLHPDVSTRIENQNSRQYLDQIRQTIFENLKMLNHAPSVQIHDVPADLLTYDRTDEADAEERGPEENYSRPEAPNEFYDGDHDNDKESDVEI
IEC-6 tox – IEC-6 cytotoxicity, counter-screen for KLF5 inhibitors; luminescence viability; inhibition, % at 5 µM; hit rate 0.78% among 290,000; in the data active means inhibition above about 22%;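 further: 0% = plate median of test compound wells and 100% = cytotoxic reference compound wells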
aSyn UTR inh – MLPCN primary screen, SNCA 5' untranslated region; alpha-synuclein 5'UTR reporter, inhibitor activity; inhibition, % (tested at 7.5 µM); hit rate 0.82% among 300,000; AID 1813; in the data active means inhibition above about 60%; inconclusive means no clear call, values can overlap the other calls;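 further: H4 neuroglioblastoma cells stably carrying SNCA 5'UTR luciferase fusion; 0% = DMSO wells and 100% = positive control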
HSF1 activator – increases HSF-1 driven luciferase reporter signal; hit rate 1.7% among 300,000; NIH3T3-HGL HSF-1 luciferase reporter, MG132, 8 h; 100% = twice DMSO control signal; activation, % at 9 µM;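 active means mean replicate activation of at least 50% with a set share of replicates each reaching 50%; inconclusive means only one of those two conditions met; inactive means mean below 50% and too few replicates reaching it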;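 further: 0% = median of the neutral control wells and 100% = twice that signal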
KLF5 inh – suppresses KLF5 promoter-driven expression | AID 1700 | inhibition, % at 5 µM | hit rate 0.23% among 290,000 | DLD-1 KLF5 promoter-luciferase reporter, luminescence;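 active means inhibition above a per-plate limit of that plate's mean compound inhibition plus 3 SD, cut at about 60% in these data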;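 further: 0% = DMSO wells and 100% = LY294002 at 200 µM; higher means less KLF5 promoter-driven luciferase light; inactives centre near -14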
AI-2 QS mod – modulators of Vibrio harveyi AI-2 quorum sensing system; Vibrio harveyi JMH597 AI-2 luminescence/OD600 ratio, 9 h; active compounds read low; strain lacks LuxN and CqsS sensors; 0 = neutral-control median; activity change, % at 7.5 µM; hit rate 0.4% among 300,000; in the data active means activity change below about -75%, passing the limit was not always enough; inconclusive means no clear call, values can overlap the other calls;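 further: luminescence divided by OD600 gain over 9 h not by final OD600 alone; inactives centre near 13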
HIF act – HIF pathway transcriptional activation; U2OS HRE-luciferase reporter, luminescence; normalized: DMSO 0%, desferrioxamine 100%; activation, % at 7.5 µM (by protocol); hit rate 0.32% among 300,000;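 active means mean activation of at least 10% of the iron chelator positive control signal, with at least half of replicates also reaching 10%; inconclusive means mean and replicate majority disagree about reaching 10%; inactive means mean and most replicates under 10%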
HSF1 inhib – HSF1 inhibition. NIH3T3-HGL HSE-luciferase, MG132-induced, luminescence 8 h; active compounds read low. activity change, negative = inhibition, % at 7.5 µM (by protocol). hit rate 0.77% among 300,000. AID 2098;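 active means more than half of replicate wells show activity change below -50%, luminescence cut by over half; inconclusive means some wells, but at most half, below -50%; inactive means no replicate well below -50%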;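 further: luciferase reports HSF-1 transcriptional activity via heat shock element; 0% = median of DMSO wells and -100% = zero luminescence signal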
Platelet DG rel – platelet dense granule release activity | human platelet-rich plasma, SFLLRN dense granule ATP release, luminescence | inhibition, %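 (compounds screened at 7.5 µM in platelet-rich plasma)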 | hit rate 0.22% among 300,000 | AID 1663;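 active means mean replicate score, as percent of positive control, at or above 50; inconclusive means mean below 50 but at least one replicate at or above 50; inactive means mean and every replicate below 50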
Active calls of the source: *; ? = inconclusive; nt = not tested or not shown.

SMILES	HSP90 refold inh	HDAC3 inh	IEC-6 tox	aSyn UTR inh	HSF1 activator	KLF5 inh	AI-2 QS mod	HIF act	HSF1 inhib	Platelet DG rel
CCOC(=O)C(Cc1ccc(NC(=O)/C(=C\c2ccccc2)NC(=O)c2ccccc2)cc1)N1C(=O)c2ccccc2C1=O (stereo not drawn)	-5	-2	1	5	6	-27	14	-0.3	2	-10
N#Cc1cccc(C(=O)OCC(=O)NC(=O)NC2CCCCC2)c1	nt	-2	nt	-6	-15	nt	16	-0.4	-5	-4
O=C(NCc1ccccc1)C(=O)NCC1OCCN1S(=O)(=O)c1ccc2c(c1)OCCO2 (stereo not drawn)	4	6	-3	7	0	-11	2	-0.2	0	6
Cc1cc(NC(=O)CCC(=O)N(Cc2ccco2)C(C(=O)NC2CCCCC2)c2cccs2)no1 (stereo not drawn)	-1	3	-3	7	-22	-19	12	0.1	0	19
CC1(C(=O)NCC2CCCO2)Oc2cccnc2NC1=O (stereo not drawn)	0	0	-3	-2	14	-3	-8	-0.6	-5	-2
Cc1cccc2cc(CN(Cc3ccco3)C(=O)NC3CCCCC3)c(=O)[nH]c12	1	-3	0	29	23	13	42	-0.4	2	5
O=C(NCCN1CCOCC1)c1cc2sccc2n1Cc1ccc(Cl)cc1	-3	nt	2	20	-3	-24	-1	0.3	-2	2
Cc1onc(-c2ccccc2)c1C(=O)Nc1cc(C(F)(F)F)ccc1N1CCOCC1	3	16	77*	29	-4	44	-2	-1.9	-13	-4
Cc1cc(C)c(S(=O)(=O)NC2CCN(Cc3ccccc3)CC2)c(C)c1	1	3	-2	0	-9	-10	15	-0.4	-1	3
C=CCn1c(C)cc(C(=O)COC(=O)/C=C/c2c(C)nn(C3CCS(=O)(=O)C3)c2Cl)c1C (stereo not drawn)	nt	1	nt	-13	6	nt	14	1.7	5	7
O=C(COC(=O)c1cccc([N+](=O)[O-])c1)NCc1cccs1	3	1	-6	7	37	-26	1	0.0	6	-1
Cn1c(SCCC#N)nnc1-c1ccc(F)cc1	1	-2	-4	9	-3	6	33	0.1	1	7
CCN(CC(=O)Nc1ccccc1C(=O)Nc1ccccc1)Cc1nc2ccccc2c(=O)[nH]1	4	1	6	6	17	-6	4	-0.1	6	1
O=C(ON=C1CCSCC1)c1ccccc1	2	2	3	15	16	-13	10	0.1	-5	0
CC1(C)CC(=O)C(C2c3ccccc3S(=O)(=O)c3ccccc32)C(=O)C1	1	1	2	-1	-3	0	21	-0.1	-4	-6
CC1(C)CC(NC(=O)C(c2ccccc2)c2ccccc2)CC(C)(C)N1	-1	3	-3	5	-6	-31	13	-1.2	-4	-3
CC1=NN(c2ccccc2)C(=O)C1N=Nc1ccc(N)cc1 (stereo not drawn)	8	6	6	-56	13	-44	25	-8.9	3	8
O=C(CCc1ccc(S(=O)(=O)NC2CCCCC2)cc1)N(Cc1ccccc1)Cc1ccccc1	4	6	-8	38	-16	-31	0	-0.3	-12	-29
COc1c(Cl)cc(C(=O)Nc2ccccc2-c2ccccc2)cc1Cl	-1	-5	3	4	26	-10	12	nt	-1	5
O=c1cc2c(nn1Cc1c(Cl)cccc1Cl)-c1ccccc1CC2	8	4	9	11	-33	-14	6	-34	-10	-9
COc1ccc(-c2nnc(SCC(=O)c3cccs3)o2)cc1	-2	8	7	-140	42	-87	20	2.6	21	4
COc1cccc(Nc2nc(-c3ccccc3)nc3ccccc23)c1	1	13	-2	-3	18	-6	20	0.9	2	3
CO/N=C/C(C#N)=C/c1cc(C(=O)c2ccc(F)cc2)cn1C	-2	8	-4	-19	20	2	4	-0.6	2	6
CCOC(=O)C(NC(=O)c1ccccc1Cl)(Nc1sc2c(c1C(N)=O)CCC2)C(F)(F)F (stereo not drawn)	-2	nt	-4	-23	nt	-7	9	0.1	nt	-2
COc1cccc(N(CC(=O)NCc2ccccc2)C(=O)CCC(=O)Nc2nccs2)c1	1	3	1	5	4	9	-5	-0.1	-4	22
CN(C)CCNS(=O)(=O)c1ccc2c3c(cccc13)C(=O)N2	1	-20	4	14	0	-54	9	-0.9	-2	-7
C/C(CC(=O)Nc1cccc2c1CCCC2)=N\NC(=O)COc1ccccc1	-4	-2	-3	5	61*	-7	14	0.3	29	12
Cc1ccc2c(c1)-c1ccccc1S(=O)(=O)N2	-3	-16	1	-8	-7	-13	11	-0.1	0	0
CN1CCN(C(=O)C2=C[C@H](C3CCCCC3)C[C@H](OCc3ccc(CO)cc3)O2)CC1	10	2	2	25	3	7	5	-0.5	5	16
C=CCN1C(=Nc2ccccc2)SC/C1=C\C(=O)OC	-2	3	3	-17	nt	12	4	0.2	nt	-6
Cc1cc(CCN2CCC(=O)NC2=O)ccc1OC(C)C	1	-3	6	11	12	-12	-14	0.2	3	6
O=C(CSc1nc2c(sc3ccccc32)c(=O)n1CCCN1CCOCC1)NC1CCCC1	0	7	6	-20	25	-12	-4	-0.2	2	-4
N#Cc1c(-c2cccs2)cc(-c2cccs2)[nH]c1=O	0	-10	-2	0	7	-15	nt	-0.3	6	-5
N#C/C(=C\c1cn(Cc2ccccc2F)c2ccccc12)C(=O)NCc1ccco1	-2	3	-3	53	18	-15	11	0.0	17	2
CCn1ccc(C(=O)Nc2ccc(Cl)cn2)n1	2	2	1	-137	16	-100	1	3.6	19	-5
COc1ccc(C(=O)n2cnc3ccccc32)cc1Br	nt	9	nt	6	-7	nt	19	0.3	-1	8
COC(=O)C1=C(O)C2(C(=O)O)CC(C(=O)OC)=C(O)C(C(=O)O)(C1)C2	2	-11	-7	-19	-13	-16	3	-0.8	-4	7
O=C(NC(=S)Nc1ccccc1Cl)c1cnn2c(C(F)(F)F)cc(C(F)(F)F)nc12	-2	-2	-3	4	-7	-34	6	0.0	-13	-4
COc1cc(NC(=O)CCc2nnc3ccc(N4CCC5(CC4)OCCO5)nn23)cc(OC)c1	5	-1	-2	8	-14	-10	13	-0.5	-4	1
CC(=O)c1c(C)[nH]c(C(=O)CSc2nnc3ccccn23)c1C	-7	3	-5	-85	36	-41	14	1.3	3	0
O=C(COC(=O)/C=C/c1ccc(Cl)cc1Cl)NCc1ccco1	1	-1	2	-40	-8	-24	-4	-0.3	1	0
O=C(CSc1ccccc1)Nc1ccc2c(c1)OCCO2	8	0	-2	-63	38	-151	28	1.2	26	-10
O=C(NCCNC(=O)c1ccccn1)c1ccccc1	6	8	-8	4	1	9	5	0.4	-3	-17
CCOc1ccc(NC(=O)CCS(=O)(=O)c2cccc3nsnc23)cc1	3	-1	-5	25	-6	-20	26	0.3	-1	-5
COC(=O)C1=NN(C(=O)c2ccccc2)C(O)(c2ccc([N+](=O)[O-])cc2)C1 (stereo not drawn)	1	13	2	17	273*	-24	2	-0.6	191	4
O=C(Nc1ccc(S(=O)(=O)NC2=NCCCCC2)cc1)c1cc(S(=O)(=O)N2CCOCC2)ccc1F	-5	9	3	6	-3	-23	18	-0.4	-5	-9
Cc1cc(N2CCCCC2)n2ncc(-c3ccccc3)c2n1	37*	-3	3	56	-13	-60	0	-2.8	-5	-13
CCOC(=O)CCCCCN(Cc1ccccc1)S(=O)(=O)c1ccc([N+](=O)[O-])cc1	9	5	-2	-8	4	-9	26	-0.1	-2	-3
Cc1ccc(F)cc1NC(=S)NCCc1ccccc1	-1	2	3	-10	-57	-29	-6	-0.2	?	1
Cc1ccc(S(=O)(=O)Nc2c(O)ccc3ccccc23)cc1	nt	3	nt	-15	12	nt	20	2.6	-3	-18
CCCOc1ccc(C(CC(=O)O)NC(=O)C23CC4CC(CC(C4)C2)C3)cc1 (stereo not drawn)	1	1	0	5	3	-17	19	-0.4	6	0
COc1ccc(OC)c(CN2CCCCCC2)c1	0	1	3	-9	11	11	1	0.6	-6	1
CCn1nc(C)c(CN2CCC(n3nccc3NC(=O)Cc3ccccc3)CC2)c1C	4	nt	7	6	-7	6	3	0.2	-7	11
CC(C)(C)c1ccc(CCC2OCC(C[N+]3(C)CCOCC3)O2)cc1 (stereo not drawn)	2	3	8	-7	6	-1	15	-0.7	0	-5
O=C1c2ccsc2SCCN1Cc1ccccc1	-1	-1	-2	-65	21	19	18	0.7	2	7
Cc1nnn(-c2nonc2N)c1C(=O)N/N=C/c1cccc2ccccc12	0	4	5	6	27	0	-2	0.2	3	4
O=C(OCc1cnc(Cl)s1)c1cccs1	4	2	1	-10	28	-31	33	-0.2	-6	-2
COc1ccc(OC)c(NC(=O)CCNC(=O)c2ccco2)c1	-1	-1	6	-1	13	5	40	-0.6	-3	4
COc1ccc(-c2cc(C(=O)N3CCCCC3)no2)cc1OC	0	6	-4	-112	2	-62	3	2.4	4	5
CCc1ccccc1NC(=O)CC1S/C(=N\c2nccs2)N(CC)C1=O (stereo not drawn)	1	4	2	-13	3	-14	15	-0.3	2	-3
Next section.
SMILES	HSP90 refold inh	HDAC3 inh	IEC-6 tox	aSyn UTR inh	HSF1 activator	KLF5 inh	AI-2 QS mod	HIF act	HSF1 inhib	Platelet DG rel
O=C(C(=O)N1CCN(C(=O)c2ccco2)CC1)c1c[nH]c2ccccc12	-1	-5	-4	7	-4	-24	9	-0.6	-8	3
COCCCN1C(=O)c2ccc(C(=O)O)cc2C1=O	-2	nt	0	3	8	-8	28	-0.1	-3	5
COc1ccc(CN=Cc2c(C(F)(F)F)[nH][nH]c2=O)cc1	8	1	-1	6	-9	-16	-8	-0.1	-3	-3
N#CC12COC3(CCCCC3C1(C#N)C#N)OC2=N (stereo not drawn)	1	-6	-2	-25	2	2	14	0.2	-4	2
CSc1ncccc1C(=O)NC1CCCCCC1	-1	19	-6	34	-2	-25	23	-0.5	-5	10
CC(=O)c1cccc(CN(C)CC2CCCN(CCc3ccccc3C)C2)c1 (stereo not drawn)	0	-2	2	1	-9	-8	5	-2.1	0	-7
O=C1CC(NS(=O)(=O)c2ccccc2F)CN1c1ccc2c(c1)OCCO2 (stereo not drawn)	nt	-2	nt	9	-9	nt	23	0.0	-2	-2
Cc1cc(C)c(S(=O)(=O)N2CCN(C(=O)N(C)C)CC2)c(C)c1	-3	2	-5	15	5	-10	2	0.1	-6	0
O=C(COC(=O)CCSc1ccccc1Cl)Nc1ccc(F)cc1F	-7	7	3	20	6	-18	13	-0.6	-6	-3
Cc1ccc(OCc2nnc(SCC(=O)Nc3cccc4ccccc34)n2-c2ccccc2)cc1	13	-1	-7	56	73*	-23	14	-0.4	26	2
Cc1ccc(OCC(=O)NCCNC(=O)c2ccncc2)cc1C	1	-5	-7	-20	27	-2	14	4.3	-1	-23
CC(C)OCCCn1c(=O)c2ccccc2n2c(CCC(=O)N3CCN(c4ccccn4)CC3)nnc12	-1	2	5	-5	30	-24	14	0.3	3	0
Cc1nnc(SCC(=O)NCc2ccc(F)cc2)[nH]c1=O	1	-2	-3	5	6	-12	7	0.1	4	0
COc1ccc(CN2CCCC(CNC(=O)c3ccc(F)cc3)C2)c(F)c1 (stereo not drawn)	1	-2	2	-16	5	-20	15	0.2	-3	2

Reformatted with values under each structure: part of the list above
The line under a structure holds: HSP90 refold inh | HDAC3 inh | IEC-6 tox | aSyn UTR inh | HSF1 activator | KLF5 inh | AI-2 QS mod | HIF act | HSF1 inhib | Platelet DG rel
CC1(C)CC(NC(=O)C(c2ccccc2)c2ccccc2)CC(C)(C)N1
  -1 | 3 | -3 | 5 | -6 | -31 | 13 | -1.2 | -4 | -3
O=C(NCCN1CCOCC1)c1cc2sccc2n1Cc1ccc(Cl)cc1
  -3 | nt | 2 | 20 | -3 | -24 | -1 | 0.3 | -2 | 2

Screening results (PubChem BioAssay)
